From PubChem
M1 antag – human M1 muscarinic receptor antagonists, primary screen, CHO-K1 cells, Fluo-8 calcium fluorescence, 1536-well. AID 588852, 2011. CHO-K1 hM1, ACh EC80 antagonist. inhibition, % at 3 µM. 360,000 compounds, 1.3% hits. Muscarinic acetylcholine receptor M1 (Homo sapiens), P11229;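 active = percent inhibition above its own plate's cutoff, namely the mean of that plate's compound wells plus 3 SD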;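 also: peak over basal fluorescence ratio during 140 s after agonist addition; 0% = ACh EC80 plus DMSO and 100% = DMSO alone without agonist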
Target sequence (P11229 whole entry, looked up): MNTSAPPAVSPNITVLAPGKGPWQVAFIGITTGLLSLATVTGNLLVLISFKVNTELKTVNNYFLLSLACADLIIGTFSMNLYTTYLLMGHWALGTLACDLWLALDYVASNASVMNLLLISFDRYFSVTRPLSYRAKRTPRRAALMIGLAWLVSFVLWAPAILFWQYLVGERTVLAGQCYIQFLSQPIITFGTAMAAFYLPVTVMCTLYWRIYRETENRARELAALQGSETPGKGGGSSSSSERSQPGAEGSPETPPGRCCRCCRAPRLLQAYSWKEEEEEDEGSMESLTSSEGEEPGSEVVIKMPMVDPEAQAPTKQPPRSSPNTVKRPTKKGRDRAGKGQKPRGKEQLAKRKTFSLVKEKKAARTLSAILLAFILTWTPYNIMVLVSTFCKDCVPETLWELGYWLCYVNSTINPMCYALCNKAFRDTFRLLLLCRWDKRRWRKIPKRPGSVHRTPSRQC
OXTR potentiate – human OXTR potentiators, primary screen, fluorescence, CHO-OTR cells, Fluo-8 calcium | Oxytocin receptor (Homo sapiens), P30559 | Fluo-8 calcium fluorescence, potentiator mode; 0% = oxytocin EC15, 100% = EC100 | activation, % at 3 µM | 320,000 compounds, 0.061% hits | AID 2445, 2010;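 active = activation above that plate's cutoff, the mean activation of tested compounds plus 3 SD, cut at about 6.6% in these data, passing the limit was not always enough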;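 also: 100% uses oxytocin at 75 nM as the full agonist control; some results filed as inactive read as strong as hits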
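System: human OTR in CHO cells; Also added: sub-maximal oxytocin, roughly EC15; Timing: compound 6 min at room temperature before oxytocin, 100 s read; Technique: Fluo-8 intracellular calcium fluorescence, ex 470-495, em 515-575 nm; Controls: oxytocin EC15 low and EC100 high; Replication: singlicate.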
M1 ag parental – counter-screen for M1 agonists: effect in parental CHO-K1 cells; Fluo-8 calcium fluorescence; scaled to maximal ATP response, vehicle zero; activation, % at 3 µM; 360,000 compounds, 0.48% hits; AID 602248, 2012; in the data active = activation above about 15%;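 also: untransfected CHO-K1 host cells lacking M1 receptor as counterscreen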
CHO parental Ca – ATP-evoked calcium signal inhibitors, parental CHO, primary screen, counter-screen for OX1R antagonist project, cell-based, fluorescence, Fluo-8 calcium dye; inhibition, % at 5.6 µM; parental CHO-K1, ATP-induced calcium, Fluo-8 fluorescence; 330,000 compounds, 0.63% hits;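 active = inhibition above that plate's mean sample inhibition plus 3 SD, cut at about 26% in these data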;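 also: 0% = ATP-challenged DMSO wells and 100% = DMSO wells without ATP; some compounds past the cut are filed as inactive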
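Assay system – parental CHO cells · Reagent – ATP stimulus · Detection – intracellular calcium via Fluo-8 no-wash fluorescent dye · Evaluation – percent inhibition of ATP-evoked calcium rise, normalized to controls · Controls – ATP wells versus no-ATP DMSO wells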
CHO-K1 Ca antag – M1 antagonist counterscreen hit in parental CHO-K1 cells; ATP-induced calcium, Fluo-8 fluorescence; inhibition, % at 3 µM; 360,000 compounds, 0.6% hits;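 active = inhibition above a per-plate cutoff, the plate's mean sample inhibition plus 3 SD, cut at about 24% in these data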;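 also: 0% = DMSO plus EC80 ATP and 100% = DMSO alone without ATP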
M1 ag – human M1 muscarinic receptor agonists, primary screen, Fluo-8 calcium fluorescence, CHO-K1 cells, HTS | activation, % at 3 µM | Muscarinic acetylcholine receptor M1 (Homo sapiens), P11229 | 360,000 compounds, 0.33% hits | AID 588814, 2011 | CHO-K1 hM1, agonist mode; 0% DMSO, 100% acetylcholine EC100;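 active = activation above the run's mean compound activation plus 3 SD, cut at about 16% in these data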;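 also: peak over basal fluorescence ratio within a 140 s kinetic read after compound addition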
M4 ag – human M4 muscarinic receptor agonists, primary screen, CHO-K1 cells, Fluo-8 calcium fluorescence; CHO-K1 hM4/Gqi5; vehicle 0%, full acetylcholine response 100%; 360,000 compounds, 0.14% hits; Muscarinic acetylcholine receptor M4 (Homo sapiens), P08173; activation, % at 3 µM;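 active = activation above the run mean over all test wells plus 3 SD, cut at about 32% in these data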;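 also: peak over basal fluorescence ratio per well then scaled between controls; 0% = DMSO wells and 100% = acetylcholine at EC100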
Target sequence (P08173 whole entry, looked up): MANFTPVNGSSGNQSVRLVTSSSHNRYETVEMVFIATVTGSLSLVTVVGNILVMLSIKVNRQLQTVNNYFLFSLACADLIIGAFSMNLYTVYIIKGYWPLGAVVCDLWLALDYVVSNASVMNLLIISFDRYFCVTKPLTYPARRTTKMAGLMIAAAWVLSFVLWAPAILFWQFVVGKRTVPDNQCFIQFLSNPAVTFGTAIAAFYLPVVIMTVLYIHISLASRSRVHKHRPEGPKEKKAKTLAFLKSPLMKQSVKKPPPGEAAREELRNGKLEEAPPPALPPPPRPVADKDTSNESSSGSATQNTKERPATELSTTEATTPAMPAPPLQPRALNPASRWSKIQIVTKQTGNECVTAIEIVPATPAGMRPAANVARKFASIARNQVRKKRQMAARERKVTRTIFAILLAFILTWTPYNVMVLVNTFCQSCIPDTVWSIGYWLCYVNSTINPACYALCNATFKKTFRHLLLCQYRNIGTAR
M4 antag – human M4 muscarinic receptor antagonists, primary screen, CHO cells, Fluo-8 calcium fluorescence; inhibition, % at 3 µM; AID 624125, 2012; 360,000 compounds, 0.73% hits; CHO-hM4 cells, ACh EC80; Muscarinic acetylcholine receptor M4 (Homo sapiens), P08173;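 active = inhibition above its plate's cutoff, the mean inhibition of sample wells plus 3 SD, cut at about 27% in these data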;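 also: 0% = acetylcholine EC80 with DMSO and 100% = DMSO without agonist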
M1 PAM – human M1 muscarinic receptor positive allosteric modulators, primary screen, CHO-K1 cells, Fluo-8 calcium fluorescence, 1536-well; activation, % at 3 µM; CHO-K1 hM1, ACh EC20; 0% = ACh EC20, 100% = maximal ACh; Muscarinic acetylcholine receptor M1 (Homo sapiens), P11229; AID 588819, 2011; 360,000 compounds, 0.088% hits; in the data active = activation above about 19%, passing the limit was not always enough
Active calls of the source: *; / = no result given; & = joins results of further samples.

No.	compound	M1 antag	OXTR potentiate	M1 ag parental	CHO parental Ca	CHO-K1 Ca antag	M1 ag	M4 ag	M4 antag	M1 PAM
1	O=[N+]([O-])c1nn(-c2ccc3c(c2)OCCO3)n(O)c1=NCc1ccc(F)cc1Cl	0	-5	0.0	1	-6	-5	0	0	0
2	COc1ccc(CC(=O)Nc2cccc3ncccc23)cc1OC	-4	-5	0.6	-13	9	-4	1	2	-1
3	CN(CC(=O)Nc1ccc(Cl)c(Cl)c1)C1CCCCC1	-6	/	0.0	/	1	-6	4	-16	-4
4	COc1ccc(Br)cc1CN(C)CC(=O)NCCc1ccccc1	-6	-9	1.9	-17	-16	-5	0	-5	10
5	O=C(CC1C[C@H](C(=O)N2CCOCC2)[C@@]2(CCC3CCCC3)c3[nH]c4ccccc4c3CCN2C1=O)NCCC1=CCCCC1 (stereo partly drawn)	-8	-7	0.6	-12	0	-3	18	-2	6
6	Cc1onc(-c2ccccc2)c1C(=O)N1CCC(CO)(Cc2ccccc2)CC1	-12	-5	1.7	-27	-11	-4	5	7	5
7	CCC(=O)c1ccc(OCC(=O)OCC(=O)NCc2cccs2)cc1	-4	-11	0.4	4	-1	-3	2	-18	6
8	CC1(C)CC(=O)C2=C(C1)N(c1cccnc1)C(N)=C(C#N)C2c1cccs1 (stereo not drawn)	-5	3	0.4	-1	-12	-6	1	3	8
9	COc1ccc2nc(NC(=O)CSc3nc(SC)ns3)sc2c1	7	-4	1.9	-2	-1	-8	3	5	-11
10	COc1ccc(C2CC(c3cccs3)=NN2C(=O)CSC2=NN3CCCC(=O)N=C3S2)cc1 (stereo not drawn)	-6	-6	1.4	-15	-4	-8	3	-14	-1
11	O=C(COC(=O)c1ccc(Cl)c(Cl)c1)NC1CCCC1	-5	3	6.1	-9	3	-6	10	9	1
12	O=C(COc1ncnc2ccccc12)Nc1ccc(S(=O)(=O)N2CCOCC2)cc1	9	-14	0.3	3	7	-5	0	11	-7
13	COc1ccccc1N1CCN(C(=O)C2CCN(C(=O)c3cccc(Cl)c3)CC2)CC1	-5	-12	2.5	-2	-16	-4	3	2	9
14	CC1=C(C(=O)OCC(C)C)[C@]23C(=O)c4ccccc4[C@@]2(O1)OC(N)=C3C#N	-6	-5	3.3	-11	6	-1	-1	-4	2
15	CCCOc1ccc(N2C(=O)CC(N3CCC(O)(c4cccc(C(F)(F)F)c4)CC3)C2=O)cc1 (stereo not drawn)	-15	-17	3.9	-8	-1	-1	7	4	-2
16	O=C(COC(=O)c1cc(S(=O)(=O)N2CCOCC2)ccc1O)NCC1CCCO1 (stereo not drawn)	15	-9	-0.1	-11	5	0	0	-8	-4
17	O=C(COC(=O)c1ccc(S(=O)(=O)N2CCCCC2)cc1)NCc1ccccc1	-5	-1	-0.1	-15	5	-2	1	-2	4
18	O=C(Nc1cccc(C(=O)O)c1)/C(=C\c1ccc2c(c1)OCO2)NC(=O)c1ccccc1Cl	-3	-7	0.2	-10	-11	-2	1	9	4
19	O=C(Nc1cccc(Cl)c1)c1cc([N+](=O)[O-])ccc1N1CCN(CCO)CC1	-7	-8	4.0	-13	-26	-5	11	-8	2
20	O=C(Nc1cc(Cl)ccn1)C1(c2ccccc2)CC1(Cl)Cl (stereo not drawn)	-11	-17	0.3	-28	-2	-2	-1	-7	4
21	CC(C)CC(c1nnnn1C1CCCC1)N1CCN(c2ccccc2F)CC1 (stereo not drawn)	-28	1	0.3	-34	-2	-2	0	-1	5
22	Cc1ccc(CN2C(=O)CCC2C(=O)NCCc2ccccc2)cc1 (stereo not drawn)	-4	-5	5.6	-10	-14	-2	16	2	-2
23	CC(=O)OCC[n+]1c(C)n(-c2ccccc2)c2ccc(Cl)cc21	4	-2	-0.1	0	-8	-8	1	-11	-2
24	COCCn1c(SCC(=O)N(C)c2c(N)n(Cc3ccccc3)c(=O)[nH]c2=O)nnc1-c1cccc(C)c1	-8	-18	1.0	-16	-3	-4	0	-3	10
25	O=C(NCCc1ccncc1)Nc1ccc(Cl)c(Cl)c1	0	-7	2.1	-12	3	-4	10	-18	1
26	COc1ccc(C2Nc3ccccc3C(=O)N2Cc2ccco2)cc1CN1C(=O)c2ccccc2C1=O (stereo not drawn)	-7&-18	0&-6	0.9&1.3	-4&-23	-3&-19	-10&-4	3&4	0&11	9&3
27	Cn1c(SCC(=O)NC2CCCCC2)nnc1-c1cccc(N)c1	-1	-12	-0.1	-1	-6	-5	1	-6	-1
28	COc1ccc(S(=O)(=O)N(CCCN2CCCC2=O)Cc2cc3cc(C)c(C)cc3[nH]c2=O)cc1	-15	/	1.9	/	-13	-7	9	-7	-2
29	CCOC(=O)C1CCN(C(=O)c2cccc(S(=O)(=O)Nc3ccc(C)cc3C)c2)CC1	7	-3	2.4	-18	-8	-5	5	3	4
30	OCCOCCNc1ncnc2c1c(-c1ccccc1)cn2-c1ccccc1	10	-7	4.1	-12	-11	-1	9	-3	-5
31	N#Cc1ccc(C(=O)Nc2ccc(S(=O)(=O)NC3=NCCCCC3)cc2)cc1	-8	-5	0.8	-3	4	-2	4	-7	3
32	COc1cccc(NC(=O)CN(C)C(=O)c2cc(C)on2)c1	-6	-6	0.5	-14	-8	-4	1	3	7
33	CCOc1cc(/C=N/Nc2nc(N3CCCC3)nc(N3CCCC3)n2)ccc1O	10	-5	2.6	-17	6	-1	6	5	0
34	O=c1[nH]c(CN2CCN(S(=O)(=O)c3ccc4ccccc4c3)CC2)nc2ccccc12	-1	5	0.0	-18	-4	-5	0	-1	4
35	CCOc1cc(/C=N/NC(=O)c2ccc(=O)n(C)c2)ccc1O	-10	-6	0.5	21	-14	-1	1	-6	9
36	CCN=C(Nc1ccc2c(c1)OCO2)SC1CC(=O)N(c2ccccc2F)C1=O (stereo not drawn)	5	-3	3.1	-17	1	-3	5	6	2
37	COCC(=O)N1CCCC(C(=O)c2ccc(-c3ccccc3)c(F)c2)C1 (stereo not drawn)	-4	-10	4.7	-11	-2	-4	4	0	1
38	COc1ccc(CNc2cccc(F)c2)cc1Br	-14	-2	0.9	-17	-31	-5	0	-7	5
39	O=C(c1ccc(COc2ccc(Cl)cc2)o1)N1N=C(C(F)F)CC1(O)C(F)F (stereo not drawn)	26	-9	2.8	-12	-2	-14	6	6	-23
40	CCOc1ccc(NC(=O)CC2C(=O)N(c3cccc(OC)c3)C(=O)N2CCOC)cc1 (stereo not drawn)	-4	-4	8.9	-12	-5	1	1	8	5

Continued; the last two above are carried over.
No.	compound	M1 antag	OXTR potentiate	M1 ag parental	CHO parental Ca	CHO-K1 Ca antag	M1 ag	M4 ag	M4 antag	M1 PAM
39	O=C(c1ccc(COc2ccc(Cl)cc2)o1)N1N=C(C(F)F)CC1(O)C(F)F (stereo not drawn)	26	-9	2.8	-12	-2	-14	6	6	-23
40	CCOc1ccc(NC(=O)CC2C(=O)N(c3cccc(OC)c3)C(=O)N2CCOC)cc1 (stereo not drawn)	-4	-4	8.9	-12	-5	1	1	8	5
41	CC(=O)Nc1ccc(C(=O)OCC(=O)NCc2cccs2)cc1	8	-3	-0.2	-2	-3	-1	2	-2	2
42	C/C(=N\Nc1ccccn1)c1ccc(OC(F)F)cc1	-8	-2	17*	-16	-2	-6	1	-5	4
43	CCc1ccc2[nH]c3nc(SCCN4CCOCC4)nnc3c2c1	19	-15	1.4	-9	18	-6	10	-1	-8
44	Cc1ccc(Cc2nnc3n(-c4cccc(C)c4)nc(C(=O)c4ccccc4)n3c2=O)cc1	-9	2	-0.2	-31	5	-3	0	22	7
45	COc1ccc(NC(=O)c2ccc3c(c2)NC(=O)CS3)cc1S(=O)(=O)Nc1ccc(Br)cc1	0	-13	0.4	15	-1	-3	1	-1	4
46	COc1ccc(CN(C)C(=O)c2cc(S(=O)(=O)N3CCCCCC3)ccc2OC)cc1OC	-1	-12	4.8	-18	-4	5	8	5	8
47	NC(=O)c1c(NC(=O)Cn2nc(C(=O)O)c3ccccc3c2=O)sc2c1CCCC2	-17	4	1.1	-24	-9	-2	0	-2	9
48	O=C(Nc1ccc2c(c1)OCO2)c1ccc(Br)o1	-4	-4	-0.2	2	-3	-3	0	3	4
49	O=C(Cc1ccccc1[N+](=O)[O-])NCc1ccncc1	-4	-2	0.2	-11	-1	-6	1	3	2
50	O=C(Nc1ccc(CN2CCCCC2)cc1)c1cc(Br)ccc1Cl	-6	-2	1.1	-6	-7	-13	1	9	1
51	CC1(C)Cc2c(C#N)c(N3CCN(C(=O)c4ccco4)CC3)nc(-c3ccco3)c2CS1	-4	-20	-0.9	4	6	1	0	2	10
52	CCOC(=O)c1c(Nc2ccc(Cl)cc2)sc(/C=C2\C=Nc3ccccc32)c1O	-8&-1	-7	0.0&0.0	-11	-13&-30	-2&-7	0&2	0&7	0&1
53	COC(=O)c1ccccc1NC(=O)CNc1cc(Cl)ccc1N1CCOCC1	15	-20	1.3	-29	11	-4	-1	1	-5
54	Cc1cc2c(N=O)c(NO)ccc2[nH]1	0	-2	0.2	-32	-6	-5	0	-18	-5
55	CC1(C(=O)NCc2ccncc2)Cc2c(-c3cccc(C(F)(F)F)c3)ccnc2O1 (stereo not drawn)	-11	/	0.0	/	-12	-8	1	-8	7
56	O=C(COc1ccccc1)NC1CCCN(Cc2ccccc2F)C1 (stereo not drawn)	14	-4	0.1	-21	2	-5	1	13	1
57	CC(=O)c1cccc(OCc2cc(C(=O)N(C)CCC3CCOCC3)no2)c1	-4	-4	5.0	-11	-12	-1	5	-17	0
58	Cc1cc(C(F)(F)F)nn1CC(=O)NNC(=S)Nc1ccc(F)cc1	2	2	0.3	-14	-7	-2	0	6	3
59	CCN1CCN(c2ccc(S(=O)(=O)N3CCCCC3)cc2NC(=O)c2sccc2C)CC1	-6	-5	1.2	-43	-8	-5	-1	3	4
60	CCN(CC(=O)Nc1ccc(OC)cc1)C(=O)Cc1cccs1	5	-4	0.2	-8	11	-2	1	-1	1
61	COc1ccc(-c2cc(C(F)(F)F)n3nc(C(=O)N4CCN5CCCC5C4)cc3n2)cc1OC (stereo not drawn)	3	-1	0.8	-19	-16	-8	2	-1	10
62	Cc1cc(C)nc(/N=C(\N)N2CCCCCC2)n1	30*	0	0.1	-6	-2	-12	0	11	-24
63	Cc1cc(Br)ccc1SCC(=O)OCC(=O)NC1CCCC1	-10	-6	11	5	7	-11	3	-11	12
64	O=C(CN1C(=O)NC2(CCOc3ccccc32)C1=O)NCC(F)(F)F (stereo not drawn)	-7	-11	0.7	13	-12	-4	1	-2	7
65	Cc1[nH][nH]c(=O)c1C=NCc1cccnc1	3	-12	1.4	5	4	-4	1	-3	5
